Assay outcomes as filed in PubChem.
IMPase inh – IMPase inhibition in cells. CHO-M1 cells, IP1 accumulation, HTRF TR-FRET ratio. inhibition (IP1 accumulation), % at 46.1 µM. 120,000 tested, under 10 active. AID 901; active = well fitted curve in the direction sought with a large enough effect in the signal ratio, not every such curve was filed as active; inconclusive = small, poorly fitted or top-dose-only effect, or a change in a side signal; inactive = no such curve, though single readings can be large or run the other way; the % refers to the signal ratio;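 also: cells stimulated with carbachol in lithium chloride buffer; plate controls were DMSO basal wells for no effect and reference inhibitor wells for full effect; higher means more IMPase inhibition seen as more IP1 and lower FRET ratio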
Target sequence (P97697 whole entry, looked up): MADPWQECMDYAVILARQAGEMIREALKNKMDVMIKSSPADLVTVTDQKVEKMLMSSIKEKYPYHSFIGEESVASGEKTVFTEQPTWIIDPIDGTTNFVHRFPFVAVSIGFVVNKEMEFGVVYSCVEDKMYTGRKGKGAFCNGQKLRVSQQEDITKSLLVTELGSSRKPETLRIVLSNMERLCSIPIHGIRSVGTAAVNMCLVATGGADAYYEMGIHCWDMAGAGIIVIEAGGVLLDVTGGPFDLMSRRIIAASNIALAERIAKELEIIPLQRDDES
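CHO-M1, 2000 cells/well, cultured 16–30 h; cpd up to 46 uM; carbachol (50 uM solution, stimulation buffer w/ 50 mM LiCl, pH 7.4), 30 min 37C; IP-One TR-FRET, 10 min RT; Ex 320/Em 665, 620; Hill-fit AC50.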
ALOX12 inhib – blocks human 12-lipoxygenase activity. Potency, µM (highest dose often 57.1 µM), for inactives: top-dose activity change, negative = inhibition, most hits filed as inhibitors. 150,000 compounds, 0.12% hits. purified 12-hLO, xylenol orange hydroperoxide absorbance; also: potency is read from the fitted curve at half-maximal effect; nearly all actives have a fitted effect of over 55% in size; many of its hits are not listed in these tables
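Hydroperoxide formation by human 12-lipoxygenase from 40 uM arachidonic acid was followed colorimetrically via ferric-xylenol orange complex, using the 573/405 nm absorbance ratio. Enzyme concentration was 150 nM, with 30 min reaction at room temperature.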
ALOX15B inhib – blocks human 15-lipoxygenase 2 activity; 110,000 compounds, 0.56% hits; purified 15hLO-2, xylenol orange hydroperoxide absorbance; O15296; Potency, µM (titrated, usually from 57.1 µM), without a hit: top-dose activity change, negative = inhibition, usual class: inhibitors; AID 881; also: potency is read from the fitted curve at half-maximal effect; nearly all actives have a fitted effect of over 60% in size; many of its hits are not listed in these tables
Target sequence (O15296 whole entry, looked up): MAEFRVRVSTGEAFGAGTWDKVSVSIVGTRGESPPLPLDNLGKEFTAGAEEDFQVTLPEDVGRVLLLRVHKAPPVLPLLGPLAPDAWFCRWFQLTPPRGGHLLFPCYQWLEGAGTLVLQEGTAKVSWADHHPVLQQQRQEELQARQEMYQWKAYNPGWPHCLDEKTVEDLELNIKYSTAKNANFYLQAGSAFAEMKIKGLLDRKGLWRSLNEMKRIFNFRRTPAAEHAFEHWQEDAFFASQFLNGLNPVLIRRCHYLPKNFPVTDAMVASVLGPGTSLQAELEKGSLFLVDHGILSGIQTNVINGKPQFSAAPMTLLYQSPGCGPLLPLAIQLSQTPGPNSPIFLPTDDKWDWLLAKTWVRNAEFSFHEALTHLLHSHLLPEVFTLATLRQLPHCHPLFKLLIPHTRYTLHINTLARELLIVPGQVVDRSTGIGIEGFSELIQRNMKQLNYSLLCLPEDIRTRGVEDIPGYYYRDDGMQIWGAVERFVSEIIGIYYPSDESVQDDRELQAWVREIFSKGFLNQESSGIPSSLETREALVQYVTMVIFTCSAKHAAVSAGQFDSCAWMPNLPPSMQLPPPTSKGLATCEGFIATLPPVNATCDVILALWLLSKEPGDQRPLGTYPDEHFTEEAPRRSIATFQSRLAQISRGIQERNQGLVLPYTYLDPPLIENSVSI
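Enzyme 50 nM, AA 45 uM, 25 mM Hepes pH 7.5 + 0.01% Triton X-100; cpd preinc 15 min RT, rxn 90 min RT; stop/detect with 200 uM XO + 300 uM Fe(II) in 50 mM H2SO4, 30 min; A573/A405.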
PNC assembly inh – blocks assembly of the perinucleolar compartment. activity change (PNC), negative = inhibition, % at 10 µM. 140,000 compounds, 3.1% hits. PC3M PTB-GFP, PNC prevalence imaging, 16 h; stronger effect = lower value. AID 2417;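 active = readout at or below -70, meaning at least 70% loss of cells showing the perinucleolar compartment, a nuclear body marking cancer cells; inconclusive = readout between -30 and a set limit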;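 also: plate controls were DMSO wells for no effect and camptothecin positive control wells for full effect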
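PC3M cells stably expressing PTB-GFP, 750–1000 cells/well, treated 16 h at 37 °C with compound (23 nl of library stock), in duplicate. After paraformaldehyde fixation and Hoechst stain, imaged at 20x; PNC prevalence scored by image analysis.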
The depositor's hits bear a star; u = inconclusive; x = not tested or not shown; [ ] = another dose, or the depositor's remark. Unless noted, calls follow the shape of the dose curve; as a rule, active = well fitted curve in the direction sought with a large enough effect; inconclusive = small, poorly fitted or top-dose-only effect, or another doubt; inactive = no such curve, though single readings can be large; an effect the other way counts as inactive or inconclusive. Unless noted, % is scaled to controls: 0 for no effect and ±100 for the full control effect. Compounds were not picked by outcome; overall some 3.1% were active at least once.

SMILES	IMPase inh	ALOX12 inhib	ALOX15B inhib	PNC assembly inh
O=C(N/N=C/c1ccc(Br)o1)c1cccnc1	x	1%	x	-29
O=C(Cn1c(=O)oc2cc(S(=O)(=O)N3CCCCCC3)ccc21)NC1CCCCCCC1	-1	4%	-9%	53
Cc1ccc(NC(=S)NC(NC(=O)c2ccccc2)C(Cl)(Cl)Cl)c(C)c1 (stereo unspecified)	x	u	x	-1
Cc1cccc(CSc2nnc(C)c(=O)n2N)c1	-5	0%	x	-28
Nc1ccc(N2CCN(CCCCN3C(=O)C4CCCN4C3=O)CC2)cc1 (stereo unspecified)	x	-1%	x	u
COc1ccccc1-c1cncnc1NCc1cccc(C)c1	x	0%	45%[activator]	x
N#C/C(=C\NC(=S)c1ccncc1)c1nc2ccccc2s1	x	1%[11.4 µM]	-3%[11.4 µM]	x
Cc1ccc(SC(C)c2nc(-c3ccncc3)no2)cc1 (stereo unspecified)	-10	-6%	1%[2.29 µM]	u
COC(=O)C1C(O)=C(C=NC2CCCCC2)C(=O)CC1(C)C (stereo unspecified)	u	-7%	10%	-9
CC1CCCCN1S(=O)(=O)c1ccc2c(c1)CCN2C(=O)C1CCC1 (stereo unspecified)	4	0%	6%	-14
O=c1cc(-c2ccc(O)cc2)oc2cc(O)cc(O)c12	u	-3%	-7%	x
Cc1cc(NC(=O)CSc2nc3ccsc3c(=O)n2NC(=O)c2ccccc2)no1	u	1%	x	-26
CC(C)C(=O)Nc1ccc(-c2nc3cccnc3o2)cc1	1	0%	-6%	-8
CN(CC(=O)Nc1ccc(C#N)cc1)CC(=O)Nc1ccc(N2CCOCC2)cc1	-1	2%	x	3
CCN(CC)c1ccc(/C=C2/C(=O)c3ccc(C(=O)O)cc3C2=O)cc1	x	3%	x	-13

Three entries out of the list, sorted by SMILES length, highest first:
SMILES	IMPase inh	ALOX12 inhib	ALOX15B inhib	PNC assembly inh
CC1CCCCN1S(=O)(=O)c1ccc2c(c1)CCN2C(=O)C1CCC1 (stereo unspecified)	4	0%	6%	-14
N#C/C(=C\NC(=S)c1ccncc1)c1nc2ccccc2s1	x	1%[11.4 µM]	-3%[11.4 µM]	x
Cc1ccc(SC(C)c2nc(-c3ccncc3)no2)cc1 (stereo unspecified)	-10	-6%	1%[2.29 µM]	u

Look-ups from the list:
Under PNC assembly inh, O=C(Cn1c(=O)oc2cc(S(=O)(=O)N3CCCCCC3)ccc21)NC1CCCCCCC1 has the entry 53
Under ALOX12 inhib, Nc1ccc(N2CCN(CCCCN3C(=O)C4CCCN4C3=O)CC2)cc1 (stereo unspecified) has the entry -1%

Next entries.
SMILES	IMPase inh	ALOX12 inhib	ALOX15B inhib	PNC assembly inh
Nn1c(SC/C=C/c2ccccc2)nnc1-c1ccncc1	u	-1%	0%	-1
COCc1cc(=O)[nH]c(Nc2nc3ccc(C)cc3o2)n1	3	-3%	16%[2.29 µM]	u
CCOc1ccccc1NC(=O)C(OC(=O)c1ccc(O)cc1)c1ccccc1 (stereo unspecified)	4	-2%	x	11
COC(=O)C1C2CC3c4[nH]c5cc(OC)ccc5c4CCN3CC2CC(OC(=O)c2cc(OC)c(OC)c(OC)c2)C1OC (stereo unspecified)	-10	-18%	29%	x
CCCCNC(=S)NNC(=O)C12CC3CC(CC(C3)C1)C2	3	-5%	-5%	32
c1ccc2nc(C3=NCCN3)cnc2c1	5	1%	9%	x
O=C(Nc1cccnc1)c1ccc2c(c1)C(=O)N(Cc1cccnc1)C2=O	17	2%	-4%	-29
Cc1c(C(=O)O)oc2c1C(O)CCC2 (stereo unspecified)	-4	-3%	4%	u
Cc1ccc(C2CC(C(F)(F)F)n3nc(C(=O)NCc4ccco4)cc3N2)cc1 (stereo unspecified)	-17	-6%	-2%	29
COCC(=O)Nc1ccccc1C#N	-6	1%	-1%	-26
O=C(Nc1ccc(F)c(F)c1)c1cc(S(=O)(=O)N2CCN(c3ccccn3)CC2)ccc1F	-2	-2%	8%	-2
CCN(CC)C(=O)CSc1nnc([C@@H](N)Cc2ccccc2)o1	-6	4%	-3%	-26
CC(=O)c1ccccc1NS(=O)(=O)c1c(C)nn(-c2ccccc2)c1C	6	-4%	6%[2.29 µM]	-21
CCOCCCNC(=S)NCCNc1nc2c(C)cccc2cc1C#N	-4[1.84 µM]	u	9%[11.4 µM]	u
CCc1ccc(/C=C2/SC(=S)N(CC(=O)Nc3nc4ccccc4s3)C2=O)cc1	-5	1%	-21%	10
CC(C)OC(=O)CCC1(C(=O)O)CCC(=O)NC1 (stereo unspecified)	0	-5%	-11%	-20
Clc1cccc(-c2ccc(C=Nc3ccc(N4CCOCC4)cc3)o2)c1	x	-4%	x	u
O=C(COC(=O)c1cccc(Cl)c1)Nc1cc(Cl)ccc1Oc1ccccc1	x	-3%	x	29
Cc1cc(C)c2c(C)c(C(=O)NCc3ccncc3)oc2c1	-4	5%	x	-100*
O=[N+]([O-])c1ccc(N2CCN(S(=O)(=O)c3ccc(Cl)cc3)CC2)cc1NCc1cccnc1	6	-3%	16%	13
COc1ccc(-n2ncc3c(N4CCC(C(N)=O)CC4)ncnc32)cc1	-2	-9%	-11%	-5
Cc1cccc(N(C)S(=O)(=O)c2ccc3c(c2)CCC(=O)N3)c1	9	-4%	-3%	u
CC(C)NC(=O)c1ccc(-c2cccc(C(F)(F)F)c2)o1	4	1%	10%	11
CC(=O)Nc1ccc(NC(=O)c2ccc(NS(=O)(=O)c3cc(C(C)(C)C)cc(C)c3C)cc2)cc1	x	-3%	x	-89*
O=C(CNCC1CCCO1)Nc1ccc(N2CCCCCC2)cc1 (stereo unspecified)	42[activator]	-8%	27%	-28
CCCc1nccn1S(=O)(=O)c1cc(OC)ccc1OC	8	-5%	-1%	-2
C/C(=N\Oc1cccc(F)n1)c1ccc(Cl)cc1Cl	15	-1%	8%	-10
O=C(CCS(=O)(=O)Cc1ccccc1F)NCCCN1CCCCC1	-4	-2%	14%	u
CCOc1ccc(OCC(=O)N2CCOCC2)cc1	u	-2%	-2%	u
O=C(Nc1ccccc1)Nc1ccccc1	x	4%	-10%	x

A second format for some results above:
Each structure is followed by: IMPase inh	ALOX12 inhib	ALOX15B inhib	PNC assembly inh
O=C(CNCC1CCCO1)Nc1ccc(N2CCCCCC2)cc1 (stereo unspecified)
→ 42[activator]	-8%	27%	-28
CCCc1nccn1S(=O)(=O)c1cc(OC)ccc1OC
→ 8	-5%	-1%	-2

Next part
SMILES	IMPase inh	ALOX12 inhib	ALOX15B inhib	PNC assembly inh
O=S1(=O)CC2N=C(N(Cc3ccc(F)cc3Cl)c3ccccc3F)SC2C1 (stereo unspecified)	-4	-2%	x	u
CCC(CC)c1nc(NCCC(=O)O)c2ccccc2n1	-2	4%	4%	-20
Cc1ccnc(SCCn2c(N3CC(C)CC(C)C3)nc3c2c(=O)n(C)c(=O)n3C)n1 (stereo unspecified)	6	0%	-2%	26
COc1ccc(Cc2nnc(NC(=O)c3c(-c4ccccc4)noc3C)s2)cc1	16	-3%	-3%	-3
CCCCC(c1nnnn1Cc1ccco1)N1CCN(C(=O)c2ccco2)CC1 (stereo unspecified)	9	-6%	-7%	43
CCOC(=O)c1[nH]c(COC(=O)CCOc2ccccc2OC)c(C(=O)OCC)c1C	9	-4%	-3%	34
Cc1ccc(NCc2nnc(SCC(=O)c3ccccc3)o2)c(C)c1	u	-11%	1%	-16
COc1ccc(CCN2C(=NC(=O)CCC(=O)O)SC3CS(=O)(=O)CC32)cc1OC (stereo unspecified)	4	-8%	20%	-9
COc1ccccc1N1CCN(c2cc(=O)n(-c3ccccc3Cl)c(=O)[nH]2)CC1	2	-3%	5%	16
CS(=O)(=O)N(Cc1ccc(C(=O)NN=C2CCCCCC2)cc1)c1ccccc1	x	-4%	x	9
CC1(C)Cc2ccccc2-c2c1c(=O)n(Cc1ccccc1)c1nnnn21	-16	1%	x	-100*
CCOc1ccc(S(=O)(=O)Nc2ccc(C(=O)N/N=C/c3c(C)nn(-c4ccccc4)c3N3CCCC3)cc2)cc1	x	-2%	x	21
CC(C)(C)C(=O)CSc1nccc(=O)[nH]1	-2	-5%	1%	27
CCC(=O)N1CCc2cc(S(=O)(=O)CCC(=O)O)ccc21	7	-2%	-7%	-5
COC(=O)c1ccc(NC(=O)C(=O)N2CCN(C(=S)Nc3ccc(C)cc3)CC2)cc1	12	-4%	x	u
CC1=CC(C)(C)N(S(=O)(=O)c2ccc(C)cc2)c2cc(C)ccc21	8	-6%	0%	-95*
O=C(CCc1ccccc1)n1nc(-c2ccccc2)nc1NCc1ccco1	-11	-1%	x	87
CC1CCCCN1CCNC(=O)C1CCN(S(=O)(=O)N2CCCCC2)CC1 (stereo unspecified)	-1	-1%	-1%	23
Fc1cccc(NCc2ccoc2)c1	-2	-3%	-6%	-11
CCCC(=O)Nc1ccc(NC(=O)Cc2ccccc2)cn1	5	-3%	2%	-12
CCOC(=O)c1c(C)c(-c2ccccc2)n(CC(=O)NCCC(C)C)c1C	13	0%	-5%	u
O=C(O)C1CC(C2CCCCN2)CN2CCCCC12 (stereo unspecified)	x	3%	1%	x
O=C(c1ccc(Cn2cc(Cl)cn2)cc1)N1CCN(c2ccccc2)CC1	10	-7%	-18%	u
O=C(NCc1ccco1)Nc1ccc2nsnc2c1	0	-5%	0%	u
CC(C)NC(=O)c1ccccc1NC(=O)C1COc2ccccc2O1 (stereo unspecified)	u	-5%	x	5
O=c1c(O)c(-c2ccc(O)c(O)c2)oc2c(OC3OC(CO)C(O)C(O)C3O)c(O)cc(O)c12 (stereo unspecified)	x	-6%	1%	x
Cn1c(CN2CCCCC2)nc2cc(NC(=O)c3ccccc3)ccc21	0	-2%	19%	u
CCOc1ccc(NC(=O)CCCOc2cc(=O)n(C)c3ccccc23)cc1	-1	-6%	10%	u
Nc1ccc(-c2cc(N)n(-c3ccccc3)n2)cc1	-1	-13%	1%	u
CCCCOC(=O)c1ccc(NC(c2ccc(C)cc2)P(=O)(OC)OC)cc1 (stereo unspecified)	x	-2%	x	u
CCCS(=O)(=O)N1CCC(C(=O)N2CCCC2)CC1	3	0%	3%	-23
CN1CCc2c(c3ccccc3n2Cc2ccccc2)C1	15	20%	24%	33
CCC1(CC)NC(=O)N(CC(=O)NCc2ccc3c(c2)OCO3)C1=O	3	1%	-1%	-18
COCCNc1oc(COc2cccc(C)c2)nc1C#N	6	1%	-6%	u
CCOC(=O)c1c(C)[nH]c(C)c1C(=O)COC(=O)[C@@H]1CCCN1S(=O)(=O)c1ccc(Cl)cc1	7	-3%	-6%	u
COC(=O)c1c(S(C)(=O)=O)nc(-c2ccccc2)[nH]c1=O	x	-3%	x	11
Cc1cc(Cl)ccc1NC(=S)N(CCCN1CCOCC1)Cc1cccs1	x	-1%	x	69
CCCCCC[C@@H]([C@@H](C)O)n1cnc2c(N)ncnc21	-2	-1%	3%	x
COc1ccc(C)cc1NC(=O)c1cc2c(s1)CCC2	x	-4%	x	2
O=C(COC(=O)Cc1ccc2c(c1)OCCO2)Nc1ccc(S(=O)(=O)N2CCCC2)cc1	-3	2%	-4%	-10
COc1ccc(S(=O)(=O)CCC(=O)Nc2ccc(OC)cc2OC)cc1	14	-1%	x	7
C=C(C)COc1ccc2c(c1)CCC1C2CC[C@]2(C)C(=O)/C(=N/O)CC12 (stereo partly specified)	x	5%[11.4 µM]	1%[11.4 µM]	x
CC1=CCC(Cc2nc3ccccc3o2)C1(C)C (stereo unspecified)	17	11%	0%	u
COC(=O)c1cc2sccc2n1Cc1ccc(C)cc1	-13	-8%	5%	-21
CC1(C)CC(=O)C(C=NCCN2CCOCC2)=C(O)C1	-2	2%	2%	-96*
CCOC(=O)N1CCN(CCC(=O)Nc2cc(OC)cc(OC)c2)CC1	x	0%	x	u
N[C@H](C(=O)O)c1ccc(C(=O)O)c(O)c1	-6	-1%	11%	x
CC(C)OC(=O)CSc1nnc(-c2ccc(Cl)cc2Cl)n1N	-8	3%	-5%	18
Cc1cccc(NC(=O)C2CCN(c3nccc(C)n3)CC2)c1	6	3%	5%	-19
